P. falciparum M17LAP – P. falciparum M17LAP inhibitors, primary screen, biochemical, fluorogenic H-Leu-NHMec substrate, 1536-well (AID 1619); 220,000 compounds, 0.38% hits; recombinant M17LAP, H-Leu-NHMec fluorogenic kinetic assay; higher % means a stronger effect; inhibition, % at 30 µM; hits with a dose series show IC50 in µM;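 active = compound inhibiting the enzyme by more than half at any dose during confirmatory dose-response retesting; inconclusive = strong single-dose inhibitors picked by rank but not retested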;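 note: plate controls were full reaction with DMSO carrier for no effect and no enzyme background for full effect; strong numbers were not always called active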
P. falciparum M1AAP – malaria alanyl aminopeptidase activity blockers – biochemical, fluorogenic H-Leu-NHMec substrate, 1536-well (AID 1445); 220,000 compounds, 0.42% hits; inhibition, % at 30 µM, or IC50 in µM where a hit was titrated; recombinant M1AAP, H-Leu-NHMec fluorogenic kinetic assay; higher % means a stronger effect;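 active = primary inhibition above the hit cutoff, then over 50% inhibition at one or more dose response concentrations, cut at about 23% in these data, passing the limit was not always enough; inconclusive = conflicting primary data, or primary hits not chosen for dose response; inactive = low primary inhibition, or under 50% at every dose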;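 note: plate controls were DMSO full reaction for no effect and no enzyme background for full effect; strong numbers were not always called active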
XIAP displacement – XIAP antagonists, biochemical, IAP family, fluorescence polarization (AID 1018). XIAP BIR domain, fluorescence polarization peptide displacement; higher % means a stronger effect. displacement, % at 20 µM, or IC50 in µM where a hit was titrated. 200,000 compounds, 0.007% hits; in the data active = displacement above about 50%; note: a part of the inactive calls stands beside numbers as strong as those of hits
AID2073 – disruptors of CaV2.2 binding to Mint1 – biochemical, HTRF (AID 2073) | HTRF protein-protein interaction, Mint1-CaV2.2; higher % means a stronger effect | inhibition, % at 20 µM, or IC50 in µM where a hit was titrated | 290,000 compounds, 0.19% hits; in the data active = inhibition mostly above about 51%, no sharp cut-off; inconclusive = no clear call, values can overlap the other calls; inactive = mostly below about 53%; note: some results filed as inactive read as strong as hits
Hep lipid drop – modulators of hepatic lipid droplet formation | 240,000 compounds, 0.4% hits | AML12 mouse hepatocytes, oleate lipid droplets, BODIPY imaging | inhibition, % at 6.5 µM | AID 1656;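 active = lipid droplet intensity inhibited by at least 50%, with more than 500 cells counted; inconclusive = wells with under 300 cells, treated as cytotoxic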
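Assay system: AML12 hepatocytes (mouse); Probe or stimulus: oleic acid at 100 µM to induce lipid droplet formation; Dosing: compound at 6.5 µM only; Schedule: compound with oleate, overnight; Detection: fluorescence imaging, 20x objective, two fields per well; Measure: % inhibition of lipid droplet signal.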
LYP inhibition – inhibitors of LYP phosphatase, biochemical, fluorescence intensity, uHTS (AID 1779); recombinant LYP phosphatase, fluorescence intensity; higher % means a stronger effect; one-dose inhibition, % at 11.5 µM; IC50 in µM for titrated hits; 290,000 compounds, 0.054% hits;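 note: plate controls were vehicle with enzyme for no effect and no enzyme for full effect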
ER stress rescue – rescue of cells from ER stress-induced death, primary screen, 384-well, CSM14.1, thapsigargin, ATP luminescence (AID 1222) | CSM14.1 thapsigargin-induced death rescue, ATP luminescence; higher % means a stronger effect | cellular ATP content (survival), % at 20 µM, or EC50 in µM where a hit was titrated | 190,000 tested, under 10 active;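 active = EC50 below 50 µM in the dose-response confirmation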;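 note: death triggered by thapsigargin at about 15 µM added after 2 h compound pretreatment; cell ATP read after overnight thapsigargin exposure of roughly 18 to 22 hours; normalized against plate controls of thapsigargin alone and 5% DMSO vehicle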
NOD2 inhibition – inhibition of NOD2-driven NF-kB reporter – cell-based, luminescence, uHTS, HEK293 (AID 1566); HEK293 NOD2/NF-kB luciferase reporter, luminescence; higher % means a stronger effect; inhibition, % at 4 µM; hits with a dose series show EC50 in µM; 290,000 compounds, 0.63% hits; note: many of its hits are not listed in these tables
SIAH1 antagonists – blockers of Siah-1 interaction with plectin peptide – biochemical, fluorescence polarization, rhodamine-plectin, uHTS, primary screen (AID 1817); 290,000 compounds, 0.02% hits; displacement, % at 20 µM; hits with a dose series show IC50 in µM; Siah-1 / rhodamine-plectin peptide fluorescence polarization; higher % means a stronger effect;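 active = displacement of at least 50% at 20 µM, with a fluorescence ratio check between 0.3 and a set limit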;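 note: plate controls were Siah plus tracer with DMSO for no effect and tracer alone without Siah for full effect; strong numbers were not always called active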
Hep lipid drop cells 6.5 µM – recorded beside Hep lipid drop, whose call it bears; cell count; measured here: cell count, cytotoxicity flag;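 cells counted across two imaged fields per well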
Numbers without * were called inactive; ? = inconclusive; . = not tested or not shown. Cut-off read from the data, not from the text of the source, unless noted: active = inhibition above about 50%; inactive = the rest. A portion of the library. The share of hits here may be higher or lower than overall.

entry	SMILES	P. falciparum M17LAP	P. falciparum M1AAP	XIAP displacement	AID2073	Hep lipid drop
1	COc1cc(/C=N/Nc2nc(Nc3ccccc3)nc(N3CCOCC3)n2)ccc1OC(=O)c1ccco1	-1.4%	7.2%	-2.1%	50.0%	?
2	O=C(NNC(=O)c1ccccc1OCc1ccccc1)c1ccccc1F	.	.	.	6.2%	.
3	O=C(CSCC(=O)N1CCOCC1)Nc1nc(-c2ccccc2)cs1	.	.	.	-7.3%	-9.7
4	COC(=O)C1=C(N)N(c2ccc(F)cc2)C2=C(C(=O)CCC2)C1c1ccc2c(c1)OCO2 (stereo not drawn)	3.0%	4.8%	-4.9%	44.7%	-14.5
5	CCOCCCNC(=O)C1CCN(S(=O)(=O)N2CC(C)CC(C)C2)CC1 (stereo not drawn)	2.1%	0.2%	-3.6%	34.7%	.
6	Nc1nc(Nc2cccc(Cl)c2)nc(NCCO)c1[N+](=O)[O-]	14.6%	9.7%	.	-5.7%	-14.7
7	Cn1cnc(S(=O)(=O)NC2CCN(Cc3c(F)cccc3Cl)CC2)c1	.	.	.	16.0%	-8.4
8	Cc1cc(F)ccc1S(=O)(=O)NCC1CC2CCC1C2 (stereo not drawn)	.	.	.	5.5%	-1.8
9	C/C(Cl)=C/Cc1c(C)[nH]c2ccc(C)cc2c1=O	-16.2%	6.1%	-3.3%	3.7%	.
10	Cc1occc1C(=O)N/N=C/c1c(O)ccc2ccccc12	.	.	.	25.6%	-17.1
11	CN1CCc2c(sc3c2C(=O)NC(c2cccc(OC(=O)c4cccs4)c2)N3)C1 (stereo not drawn)	-11.9%	17.9%	-11.7%	-9.4%	19.1
12	CCOc1ccc(S(=O)(=O)Nc2cc(Sc3ncn[nH]3)c3oc(=O)sc3c2)cc1	14.9%	54.6%	-2.6%	13.5%	.
13	Cc1ccc2nc(Cl)c(/C=C/C(=O)c3ccco3)cc2c1	10.2%	5.3%	.	4.0%	5.3
14	Cn1cc(CCC(=O)N2CCCC(CCC(=O)NCc3ccc(F)c(F)c3)C2)cn1 (stereo not drawn)	-3.2%	4.6%	-7.0%	37.0%	-4.4
15	Cn1c(CC(=O)Nc2ccc(F)cc2)c(Sc2ccccc2)c2ccccc21	3.2%	-2.2%	37.1%	1.3%	13.8

entry	Hep lipid drop cells 6.5 µM	LYP inhibition	ER stress rescue	NOD2 inhibition	SIAH1 antagonists
1	.	7.4%	-1.4%	4.1%	-1.9%
2	.	-9.6%	.	-36.4%	-8.0%
3	664	-9.6%	.	-3.6%	-1.1%
4	700	0.9%	-0.9%	0.4%	1.3%
5	.	2.1%	2.2%	1.0%	-0.8%
6	674	-5.5%	.	15.3%	6.4%
7	821	-13.0%	.	0.2%	0.0%
8	853	-12.3%	.	42.2%	7.1%
9	.	-5.3%	-1.1%	-16.2%	-1.0%
10	782	-4.1%	.	28.2%	-2.1%
11	688	-1.4%	.	-14.2%	0.8%
12	.	1.5%	0.7%	29.3%	-6.9%
13	727	-5.2%	.	-63.8%	1.1%
14	707	-9.3%	0.2%	-9.8%	-4.5%
15	526	0.7%	-0.8%	-18.5%	3.6%

The last 2 entries of the section above lead into the next:
entry	SMILES	P. falciparum M17LAP	P. falciparum M1AAP	XIAP displacement	AID2073	Hep lipid drop
14	Cn1cc(CCC(=O)N2CCCC(CCC(=O)NCc3ccc(F)c(F)c3)C2)cn1 (stereo not drawn)	-3.2%	4.6%	-7.0%	37.0%	-4.4
15	Cn1c(CC(=O)Nc2ccc(F)cc2)c(Sc2ccccc2)c2ccccc21	3.2%	-2.2%	37.1%	1.3%	13.8
16	Nc1nc(Cl)cc(Sc2ccc(F)cc2)n1	10.6%	2.9%	3.4%	8.8%	-17.2
17	CCOc1ccccc1CNS(=O)(=O)c1cnc[nH]1	.	.	.	14.7%	1.5
18	NC(=O)N/N=C/c1ccccc1OCc1cccc2ccccc12	.	.	.	11.2%	3.7
19	Cc1ccc(S(=O)(=O)N2CCCCC2C)cc1[N+](=O)[O-] (stereo not drawn)	.	.	.	-7.3%	-12.6
20	Cc1onc(-c2ccccc2)c1C(=O)N/N=C/c1ccco1	0.5%	-4.3%	.	-11.2%	0.7
21	CN(C)c1ccc(CNC(=O)CN(C)S(=O)(=O)c2cccc3cccnc23)cc1	4.2%	6.4%	-5.5%	-3.0%	.
22	O=C(Nc1ccccc1)N1CCC(C(=O)N2CCN(c3ccccc3F)CC2)CC1	1.8%	-4.4%	-8.9%	20.4%	1.4
23	CCONC(=O)Nc1ccccc1	-4.1%	3.4%	-4.3%	-6.5%	-1.2
24	COc1ccc(C(=O)NCc2csc(C)n2)cc1OC1CCN(C(C)=O)CC1	.	.	.	15.7%	-2.6
25	CCOC(=O)c1ccc(NC(=O)C2(c3ccccc3)CCCC2)cc1	5.2%	7.1%	-0.1%	-3.1%	.
26	COc1ccc(S(=O)(=O)N2CCCC(C(=O)O)C2)cc1Cl (stereo not drawn)	-4.1%	-2.6%	-4.1%	20.9%	-11.6
27	CC(C)c1ccc(NC(=O)/C(C#N)=C/c2ccncc2)cc1	.	.	.	12.7%	-59.4
28	O=C(CNc1ccccc1)N/N=C/c1ccc([N+](=O)[O-])o1	-2.6%	7.6%	0.1%	0.5%	.
29	O=C(O)c1ccc(C2SCC(=O)N2Cc2ccco2)cc1 (stereo not drawn)	-3.8%	-8.0%	-5.9%	-5.9%	-2.6
30	CC(/C=N/NC(=O)CSc1n[nH]c(=O)[nH]c1=O)=C\c1ccccc1	1.7%	3.8%	.	3.2%	-5.8

entry	Hep lipid drop cells 6.5 µM	LYP inhibition	ER stress rescue	NOD2 inhibition	SIAH1 antagonists
14	707	-9.3%	0.2%	-9.8%	-4.5%
15	526	0.7%	-0.8%	-18.5%	3.6%
16	649	-6.8%	-0.5%	10.5%	11.5%
17	759	-2.8%	.	1.0%	-1.7%
18	848	-11.9%	.	5.6%	3.0%
19	761	-6.1%	.	6.7%	11.0%
20	735	-7.6%	.	11.4%	-1.0%
21	.	-4.8%	-0.2%	-20.0%	1.3%
22	676	-7.4%	-0.6%	-6.4%	6.8%
23	655	-5.9%	-2.8%	13.7%	-1.5%
24	727	-6.2%	.	4.7%	1.2%
25	.	-3.3%	-1.7%	6.1%	2.7%
26	696	-3.9%	-0.6%	6.4%	6.2%
27	705	-0.3%	.	-9.2%	5.8%
28	.	4.6%	-2.4%	46.1%	-5.3%
29	688	-6.6%	4.6%	-0.2%	4.9%
30	741	-3.2%	.	11.4%	9.1%

The list goes on.
entry	SMILES	P. falciparum M17LAP	P. falciparum M1AAP	XIAP displacement	AID2073	Hep lipid drop
31	C=CCN(CC=C)C(=O)Cn1cnc([N+](=O)[O-])n1	0.8%	-2.2%	-2.2%	-0.2%	-5.7
32	COc1ccc(OC)c(NC(=O)CSc2nncc(=O)n2N)c1	.	.	.	-8.5%	4.7
33	COc1cc(C(=O)N2CCN(S(=O)(=O)c3cccs3)CC2)cc(OC)c1C	-1.8%	3.2%	-2.6%	3.4%	19.8
34	Cc1ccc(NC(=O)C2(c3cccs3)CCOCC2)cc1C	11.6%	11.6%	-6.7%	1.9%	-11.4
35	CC(C)c1ccc(NC(=O)CCNC(=O)Cn2ccc3ccccc3c2=O)cc1	.	.	.	1.7%	-2.2
36	CCCOC(=O)CCCN1C(=O)/C(=C2\SC(=S)N(CCCC(=O)OCCC)C2=O)SC1=S	11.2%	3.3%	.	-29.5%	5.8
37	COc1ccccc1C(=O)Nc1ccc(C2=NNC(=O)CC2C)cc1 (stereo not drawn)	10.4%	1.7%	0.7%	-0.2%	3.3
38	COc1ccc(-c2oc3ccccc3c(=O)c2OC(=O)c2ccc(C)cc2)cc1	7.6%	14.9%	-3.2%	?	.
39	COc1cccc(CNC(=O)Cc2ccc(-n3c(=O)[nH]c4ccccc4c3=O)cc2)c1	2.1%	2.2%	-2.6%	-0.2%	3.0
40	Cc1[nH]nc2c1C(=O)CCC2	21.5%	2.8%	-1.5%	0.3%	10.1
41	COC(=O)c1ccc(CN(C)S(=O)(=O)c2ccc(C)cc2)o1	8.1%	8.4%	-2.8%	-7.2%	.
42	CC1CCCC(C)N1CCCNC(=O)c1cc2c(=O)n(C)c3ccccc3c2n1C (stereo not drawn)	4.1%	15.0%	-1.7%	0.4%	.
43	COc1ccc(C(CC(=O)c2ccccc2)S(=O)(=O)c2ccccc2)cc1 (stereo not drawn)	-5.9%	0.5%	4.0%	6.9%	-12.4
44	Cc1cc(C)c(C(=O)NC2CC(C)(C)Cc3c2cnn3-c2cccc(F)c2)[nH]1 (stereo not drawn)	.	.	.	0.0%	19.0

entry	Hep lipid drop cells 6.5 µM	LYP inhibition	ER stress rescue	NOD2 inhibition	SIAH1 antagonists
31	478	-9.5%	2.7%	15.1%	-1.0%
32	835	-5.7%	.	7.0%	-3.8%
33	693	-3.5%	-0.5%	13.0%	1.9%
34	691	-6.4%	6.0%	8.4%	1.2%
35	816	-1.6%	.	8.3%	17.3%
36	730	-2.1%	.	-13.2%	-0.2%
37	701	-1.2%	-3.5%	-5.6%	6.4%
38	.	2.8%	0.5%	-32.3%	2.7%
39	550	-6.4%	0.7%	-4.3%	6.0%
40	672	-3.7%	-2.0%	-2.8%	4.7%
41	.	-8.2%	1.4%	24.3%	-6.6%
42	.	-7.9%	-4.3%	-3.4%	0.8%
43	643	1.0%	-1.6%	-28.3%	1.8%
44	809	-2.6%	.	14.5%	4.9%

Five entries already listed, sorted by the value under P. falciparum M17LAP, descending:
| nr | compound | P. falciparum M17LAP |
| --- | --- | --- |
| 40 | Cc1[nH]nc2c1C(=O)CCC2 | 21.5% |
| 41 | COC(=O)c1ccc(CN(C)S(=O)(=O)c2ccc(C)cc2)o1 | 8.1% |
| 38 | COc1ccc(-c2oc3ccccc3c(=O)c2OC(=O)c2ccc(C)cc2)cc1 | 7.6% |
| 42 | CC1CCCC(C)N1CCCNC(=O)c1cc2c(=O)n(C)c3ccccc3c2n1C (stereo not drawn) | 4.1% |
| 39 | COc1cccc(CNC(=O)Cc2ccc(-n3c(=O)[nH]c4ccccc4c3=O)cc2)c1 | 2.1% |

Screens as filed in PubChem BioAssay.
